D2 PAM = HTS Assay for Positive Allosteric Modulators of the Human D2 Dopamine Receptor: Primary Screen for Potentiators | potentiation, % at 10 µM | D(2) dopamine receptor (Homo sapiens), P14416 | 340,000 compounds, 0.34% hits | HEK293 T-REx D2, calcium flux, EC20 dopamine potentiation;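 active = potentiation over 3 SD above the plate norm, cut at about 30% in these data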; also: 0% is about no effect
Target sequence (P14416 whole entry, looked up): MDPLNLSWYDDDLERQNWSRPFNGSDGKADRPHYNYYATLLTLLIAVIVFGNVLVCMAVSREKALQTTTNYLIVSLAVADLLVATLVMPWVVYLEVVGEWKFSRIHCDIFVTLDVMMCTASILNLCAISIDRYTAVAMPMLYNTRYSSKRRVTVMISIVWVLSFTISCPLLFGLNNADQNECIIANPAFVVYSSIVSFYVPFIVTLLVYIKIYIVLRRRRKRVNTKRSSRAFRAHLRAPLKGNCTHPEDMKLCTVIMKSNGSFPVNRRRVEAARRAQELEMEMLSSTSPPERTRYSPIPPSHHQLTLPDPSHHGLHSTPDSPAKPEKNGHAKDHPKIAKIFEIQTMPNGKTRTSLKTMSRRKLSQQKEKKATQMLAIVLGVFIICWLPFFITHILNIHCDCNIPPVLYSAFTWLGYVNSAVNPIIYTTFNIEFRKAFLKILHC
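Tetracycline-induced HEK293 T-REx cells force-coupled to calcium signalling expressed D2; compounds were pin-added after a 10 s baseline, read kinetically 180 s, then an EC20 dopamine challenge followed with a further 180 s calcium read.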
D2 antagonist = HTS Assay for Allosteric Antagonists of the Human D2 Dopamine Receptor: Primary Screen for Antagonists; HEK293 TREx D2 cells, calcium flux, dopamine EC80; 340,000 compounds, 2% hits; inhibition, % at 10 µM; D(2) dopamine receptor (Homo sapiens), P14416; in the data active = inhibition above about 30%; also: 0% is about no effect
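Calcium flux kinetic readout in an inducible HEK293 TREx D2 line plated overnight at 30 C. After 180 s compound exposure, an EC80 dopamine challenge follows with another 180 s kinetic read to detect antagonism.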
D1 ag = Allosteric Agonists of the Human D1 Dopamine Receptor: qHTS; D(1A) dopamine receptor (Homo sapiens), P21728; HEK293 T-REx D1 cells, calcium flux, agonist mode; activation, % at 2 µM; 360,000 compounds, 1% hits; AID 504660, 2011; also: 0% is about no effect
Target sequence (P21728 whole entry, looked up): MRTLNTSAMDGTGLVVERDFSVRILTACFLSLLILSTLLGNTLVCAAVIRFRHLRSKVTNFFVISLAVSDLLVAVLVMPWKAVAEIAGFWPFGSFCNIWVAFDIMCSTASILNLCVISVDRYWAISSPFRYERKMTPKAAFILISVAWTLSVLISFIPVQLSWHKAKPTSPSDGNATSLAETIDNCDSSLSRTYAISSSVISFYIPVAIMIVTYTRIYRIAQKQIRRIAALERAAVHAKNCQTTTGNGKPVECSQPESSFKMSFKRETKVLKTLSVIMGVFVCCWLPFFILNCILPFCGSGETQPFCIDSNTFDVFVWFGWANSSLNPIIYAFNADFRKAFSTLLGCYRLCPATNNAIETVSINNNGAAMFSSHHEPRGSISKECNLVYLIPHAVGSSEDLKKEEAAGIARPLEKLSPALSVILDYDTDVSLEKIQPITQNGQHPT
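Agonism was scored from calcium flux recorded over 180 s (1 read/s) after pintool compound addition, following a 10-cycle baseline. Cells were inducible force-coupled HEK293 TREx D1, plated overnight at 30 C and loaded with no-wash calcium dye.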
D2 ag = HTS Assay for Allosteric Agonists of the Human D2 Dopamine Receptor: Primary Screen for Agonists | HEK293 T-REx D2 cells, calcium flux agonist mode | D(2) dopamine receptor (Homo sapiens), P14416 | activation, % at 2 µM | 340,000 compounds, 0.53% hits;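 active = activation over 3 SD above normal in the single-dose calcium agonist read, cut at about 30% in these data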; also: 0% is about no effect
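Calcium-flux readout, 1 cycle/sec over 180 s following compound pin transfer, in inducible HEK293 Trex D2 cells (force-coupled); dopamine controls included. Positive calcium responses during this window marked compounds as potential agonists.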
D1 potentiator = Potentiators of Human D1 Dopamine Receptor: qHTS; D(1A) dopamine receptor (Homo sapiens), P21728; HEK293 TREx D1 cells, calcium flux, dopamine EC20 potentiation; potentiation, % at 10 µM; 360,000 compounds, 0.036% hits; AID 504651, 2011; in the data active = potentiation above about 30%; also: 0% is about no effect
D1 antag = Antagonist of Human D 1 Dopamine Receptor: qHTS; D(1A) dopamine receptor (Homo sapiens), P21728; HEK293 TREx D1 cells, calcium flux, dopamine EC80; hits give low values; activity change, negative = inhibition, % at 10 µM; 360,000 compounds, 3.2% hits; in the data active = activity change below about -30%; also: % is scaled to controls: 0 for no effect and ±100 for the full control effect
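Inducible Hek293 Trex D1 cells (tetracycline, overnight, 30 C). Calcium dye 30–90 min RT. Antagonist mode: EC80 dopamine added after 180 s compound read.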
TRHR agonist = qHTS for Small Molecule Agonists and Allosteric Enhancers of Human TRH Receptor: Primary Screen for Agonists. TRHR cells, calcium flux fluo-8, FDSS agonist mode. activation, % at 2 µM. 360,000 compounds, 0.18% hits. AID 493084, 2011; also: 0% is about no effect
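Fluo-8-loaded TRHR cells; 10 s baseline, compound added, kinetic Ca2+ fluorescence read 1/s, agonist mode.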
TRHR enhancer = qHTS for Small Molecule Agonists and Allosteric Enhancers of Human TRH Receptor: Primary Screen for Enhancers. Thyrotropin-releasing hormone receptor (Homo sapiens), P34981. TRHR cells, fluo-8 calcium fluorescence, EC20 TRH enhancement. enhancement, % at 2 µM. 360,000 compounds, 0.66% hits. AID 493056, 2011; in the data active = enhancement above about 30%; also: 0% is about no effect
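Enhancer read-out: after compound pinning and an initial kinetic agonist-mode read, an EC20 of TRH (10 nM final) was injected and fluo-8 calcium signal (Ex 480/Em 530) followed at 1 s/cycle for 100 cycles in TRHR-expressing cells.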
RXFP1 antagonist = qHTS Assay for Antagonists of the Relaxin Receptor RXFP1 | Relaxin receptor 1 (Homo sapiens), Q9HBX9 | HEK293-RXFP1, relaxin-stimulated cAMP HTRF, 30 min; hits give low values | activity change, negative = inhibition, % at 57.5 µM | 350,000 compounds, 0.59% hits | AID 1259400, 2018;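 active = activity change of -60% or lower, but not beyond a set lower limit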; also: % is scaled to controls: 0 for no effect and ±100 for the full control effect
* = called active by the depositor; . = not tested or not shown; & = joins results of further samples; ! = not confirmed by another sample. Rule as the data show it, unless noted: active = activation above about 30%; inactive = the rest.

SMILES | D2 PAM | D2 antagonist | D1 ag | D2 ag | D1 potentiator | D1 antag | TRHR agonist | TRHR enhancer | RXFP1 antagonist
O=C1CC(SC(=Nc2ccccc2)Nc2ccccc2)C(=O)N1c1cccc2ccccc12 (centres undefined) | -3 | -9 | 1 | -1.5 | -3 | -3 | -0.5 | -7 | -29
c1ccc(Cn2ncc3c(N4CCN(C(c5ccccc5)c5ccccc5)CC4)ncnc32)cc1 | -5 | -2 | 8 | 0.3 | -13 | 1 | 1.7 | 0 | -38
COC(=O)c1c(C)cc(C)n2c1nc1ccccc12 | 5 | -1 | 0 | 0.6 | -6 | 0 | 0.0 | -1 | 2
COc1ccccc1NS(=O)(=O)c1cc(NC(=O)c2cc3ccccc3oc2=O)ccc1C | 9 | -15 | 3 | -1.7 | 1 | 1 | -0.1 | 4 | -3
CC(C)c1ccc(-c2cc(C(=O)NN3CCN(C)CC3)c3ccccc3n2)cc1 | 0 | 1 | 12 | -2.8 | 0 | -9 | 0.7 | 11 | -17
CCn1c(CN2CCOCC2)nnc1SCC(=O)Nc1ccc(C(C)=O)cc1 | -1 | -19 | 3 | 0.6 | 0 | -20 | 0.8 | -3 | -6
Cc1ccnc(NS(=O)(=O)c2ccc(N3C(=O)c4c(Cl)c(Cl)c(Cl)c(Cl)c4C3=O)cc2)n1 | 3 | 8 | 0 | -0.2 | -9 | 2 | -0.2 | -1 | -5
CC1CCCC(C)N1CCNC(=O)CCn1nc(-c2ccccc2)ccc1=O (centres undefined) | -7 | 13 | 0 | 1.1 | -3 | 14 | -0.2 | 8 | -6
O=c1c2cn[nH]c2nc(SCc2ccc3c(c2)OCCO3)n1-c1ccccc1 | -2 | 4 | 3 | -0.3 | 0 | -4 | -0.3 | -21 | 0
COc1ccc(N(CC(=O)Nc2cccc(C)c2)S(=O)(=O)c2ccc(C)cc2)cc1OC | -18 | 22 | 6 | 1.7 | -2 | 2 | 0.7 | 1 | 4
O=S(=O)(c1ccc2ccccc2c1)N1CCc2ccccc21 | 12 | -19 | 10 | -0.9 | -3 | -17 | 0.7 | -3 | -3
Cc1csc(NC(=O)c2ccccc2C(=O)O)n1 | . | -16 | 3 | -1.1 | 2 | 3 | -1.4 | 9 | -9
COc1cccc(N2CC(=O)N(NC(=O)CSc3nc(C)cc(C)c3C#N)CC2=O)c1 | -12 | 19 | 1 | 43* | -1 | 3 | -0.2 | 1 | -10
COc1ccc(C(C(O)C(=O)c2c[nH]c3ccccc23)N2CCN(c3ccc(OC)cc3)CC2)cc1 (centres undefined) | 5 | -10 | 19 | 0.3 | -6 | 12 | 3.6 | 17 | 10
CC1CC1C(=O)OCC(=O)Nc1ccc2[nH]c(=O)[nH]c2c1 (centres undefined) | . | . | 2 | . | 1 | -6 | -0.2 | 2 | -11
COc1cccc(Oc2ccc(OC)cc2C(=O)O)c1 | 7 | -10 | 3 | 0.6 | 1 | 8 | 0.2 | 3 | -19
O=C(CSCC(=O)NC1CCCC1)Nc1ccccc1 | . | . | 5 | . | -3 | 1 | -0.1 | 2 | 13
Cc1ccc(N(Cc2ccccc2)C(=O)c2ccc(F)cc2)cc1 | 9 | -12 | 3 | 0.2 | -9 | -15 | 0.1 | -2 | -6
COc1ccccc1N1CCN(C(=O)c2ccc(Cn3c(=O)[nH]c4ccsc4c3=O)cc2)CC1 | 3 | 9 | 3 | -0.8 | -3 | 7 | -0.1 | 2 | -9
Cc1ccc(CN(C)C(=O)CCNS(=O)(=O)c2ccccc2)o1 | . | . | -1 | . | 0 | 12 | -0.2 | 2 | 5
COC(=O)c1ccc(N2CCN(C)CC2)c(NC(=O)c2cccnc2)c1 | 21 | -11 | 3 | -1.3 | -4 | -4 | 2.4 | 6 | -4
CC(C)(C)C(=O)Cn1c(NCCO)nc2ccccc21 | 9 | -9 | 1 | -0.9 | 2 | -11 | 0.1 | 5 | 0
N=C(N)c1ccc(O)cc1 | -5 | 7 | 2 | 1.2 | 0 | 7 | 3.0 | 10 | -20
CS(=O)(=O)c1ccccc1C(=O)Nc1cc2c(cc1C(=O)O)OCCCO2 | -3 | -10 | -2 | 0.3 | 0 | 5 | 0.6 | 29 | -5
CCOc1ccc(C2Nc3ccccc3NC3=C2C(=O)CC(C)(C)C3)cc1OC (centres undefined) | 2 | 3 | 3 | 0.7 | -2 | 20 | 0.1 | 4 | -1
COc1ccc(N2C(=O)/C(=C\c3ccco3)N=C2SCC(=O)NC(C)(C)C)cc1Cl | -25 | 17 | 1 | -0.1 | -1 | 9 | 1.4 | -7 | -22
Nc1nc(-c2ccccn2)nc(N)c1Cc1c(F)cccc1Cl | 6 | -19 | 3 | 1.7 | 6 | 18 | 0.4 | 4 | -23
CCOC(=O)c1cc(-c2ccccc2)n(CCC(=O)Nc2ccc(OC)c(Cl)c2)c1C | 24 | . | 27 | 2.3 | -7 | 20 | 3.0 | -5 | -25
CC(C)(C)c1ccc(C(=O)N2CCN(c3nc4ccccc4o3)CC2)cc1 | 11 | 1 | 5 | 0.0 | -2 | -30 | -0.8 | -3 | -1
O=C(O)c1cccc(-n2cccc2C=C2C(=O)c3ccccc3C2=O)c1 | 13 | -4 | 2 | -1.1 | 0 | 9 | -0.2 | -1 | -22
COc1cccc(OC)c1C(=O)OCCCOC(=O)c1c(OC)cccc1OC | -2 | 18 | 6 | -1.5 | 0 | 16 | -0.6 | -2 | 5
O=C(C1CCCN(S(=O)(=O)c2cnc[nH]2)C1)N1CCN(c2ccc(Cl)cc2)CC1 (centres undefined) | 4 | -8 | -1 | -0.6 | -4 | -13 | -0.1 | 0 | .
COc1ccccc1C(=O)N/C(=C\c1ccc(Br)cc1)C(=O)N1CCCC1 | 1 | 1 | 1 | -0.6 | -4 | 4 | 0.2 | 3 | -10
COc1ccc(C(=O)N(C(C)C)C(C)C)c(OC)c1 | -1 | 1 | 3 | 0.7 | -3 | 11 | 1.4 | -9 | 9
COc1ccc(Cl)cc1C1=CC(=O)C[C@H](c2ccc(F)cc2)C1 | 21 | -15 | 2 | 0.2 | -1 | . | 0.0 | 1 | .
CCCOc1cccc(C2C(C(=O)c3cccs3)=C(O)C(=O)N2CCN2CCOCC2)c1 (centres undefined) | . | . | 1 | . | -4 | 27 | 0.4 | -6 | -26
Cc1ccc(NC(=O)CN2C(=O)NC(C)(C3CC3)C2=O)cc1S(=O)(=O)N1CCCCC1 (centres undefined) | 2 | -1 | 1 | 0.0 | 9 | -15 | 0.4 | 2 | 2
NNC(=O)CCS(=O)(=O)c1ccc2ccccc2c1 | 12 | -7 | -2 | 0.1 | -3 | 29 | -0.3 | 4 | 1
C/C(=N\NS(=O)(=O)c1ccc(Br)cc1)c1cccs1 | -3 | 3 | 0 | 0.0 | 0 | -11 | 0.0 | 14 | -1
COc1ccccc1CNC(=O)CS(=O)(=O)c1cccc2nsnc12 | -2 | . | 0 | 0.8 | -6 | 14 | -0.6 | 7 | .

Some of the entries so far, tab-delimited:
Structure	D2 PAM	D2 antagonist	D1 ag	D2 ag	D1 potentiator	D1 antag	TRHR agonist	TRHR enhancer	RXFP1 antagonist
COc1ccccc1C(=O)N/C(=C\c1ccc(Br)cc1)C(=O)N1CCCC1	1	1	1	-0.6	-4	4	0.2	3	-10
COc1ccc(C(=O)N(C(C)C)C(C)C)c(OC)c1	-1	1	3	0.7	-3	11	1.4	-9	9
COc1ccc(Cl)cc1C1=CC(=O)C[C@H](c2ccc(F)cc2)C1	21	-15	2	0.2	-1	.	0.0	1	.
CCCOc1cccc(C2C(C(=O)c3cccs3)=C(O)C(=O)N2CCN2CCOCC2)c1 (centres undefined)	.	.	1	.	-4	27	0.4	-6	-26
Cc1ccc(NC(=O)CN2C(=O)NC(C)(C3CC3)C2=O)cc1S(=O)(=O)N1CCCCC1 (centres undefined)	2	-1	1	0.0	9	-15	0.4	2	2
NNC(=O)CCS(=O)(=O)c1ccc2ccccc2c1	12	-7	-2	0.1	-3	29	-0.3	4	1
C/C(=N\NS(=O)(=O)c1ccc(Br)cc1)c1cccs1	-3	3	0	0.0	0	-11	0.0	14	-1
COc1ccccc1CNC(=O)CS(=O)(=O)c1cccc2nsnc12	-2	.	0	0.8	-6	14	-0.6	7	.

Continued:
SMILES | D2 PAM | D2 antagonist | D1 ag | D2 ag | D1 potentiator | D1 antag | TRHR agonist | TRHR enhancer | RXFP1 antagonist
COCc1cc(=O)n2[nH]c(C)nc2n1 | -7 | -2 | 4 | -0.4 | 1 | 9 | 0.2 | -1 | 7
Cn1c(=O)oc2cc(S(=O)(=O)Nc3ccc(O)cc3)ccc21 | -6&12 | 9 | 8&1 | 0.3&-1.0 | -1&-1 | -31*! | 0.4&0.7 | -2&8 | -9&-10
CC1=NN(c2ccccc2)C(=O)/C1=C\C=C1/N(C)c2ccccc2C1(C)C | -7 | 8 | 68* | 5.9 | -3 | -19 | 12 | -12 | -6
O=C(NCc1ccc(F)cc1Cl)C1CCN(S(=O)(=O)N2CCC3(CC2)OCCO3)CC1 | -3 | 0 | 2 | 0.1 | -5 | -6 | -0.2 | 0 | -1
CCOc1ccc(N2CC(c3nc4ccccc4n3CCC3CCCCC3)CC2=O)cc1 (centres undefined) | . | . | 4 | -0.9 | 2 | 0 | 0.1 | 2 | -18
O=C1CC(N2CCN(c3nc4ccccc4s3)CC2)C(=O)N1c1cccc(F)c1 (centres undefined) | -5 | 13 | 3 | -0.3 | -1 | -7 | 0.5 | 1 | -16
NS(=O)(=O)c1ccc(NC(=O)/C=C/c2cccc(Cl)c2)cc1 | -11 | 35* | 1 | 0.2 | -2 | -9 | 0.2 | 15 | 8
CC(NC(=O)CCCCCN1C(=O)c2ccccc2C1=O)c1ccc2c(c1)CCCC2 (centres undefined) | 7 | -26 | 4 | 0.8 | 0 | 5 | -0.1 | 5 | -2
Cc1ccc(S(=O)(=O)NC(CCc2ccccc2)CC(=O)C(C)(C)C)cc1 (centres undefined) | 0 | 26 | 2 | 0.4 | -3 | 11 | 0.1 | 0 | .
COc1ccc2nc3ccccc3nc2c1NC(=O)c1ccc(Cl)cc1Cl | -3 | 6 | 3 | 29 | -3 | 17 | -0.1 | 0 | -3
